# GPR151 activ: activators of human GPR151, primary screen, cell-based, PathHunter beta-arrestin, luminescence; PathHunter beta-arrestin GPR151 cells; 650,000 tested, 1% active; activation, % at 11.2 µM; in the data active = activation above about 4.9%;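 note: 0% = median of compound wells and 100% = cells with positive control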
# MITF primary: MITF inhibitors, primary screen, biochemical, AlphaScreen, human; Microphthalmia-associated transcription factor (Homo sapiens), O75030; AlphaScreen MITF homodimerization, bead proximity signal; inhibition, % at 2.6 µM; 650,000 tested, 0.91% active; AID 1259374, 2018; in the data active = inhibition above about 50%;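 note: 0% = vehicle wells with protein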
# FBW7 act: FBW7 E3 ligase activators, primary screen, biochemical, AlphaScreen, human; F-box/WD repeat-containing protein 7 (Homo sapiens), Q969H0; AlphaScreen FBW7–phospho-cyclin E peptide binding, activator screen; normalized activity (activation), % at 26.1 µM; 650,000 tested, 0.13% active; AID 1259310, 2017; in the data active = normalized activity above about 1.9%;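 note: purified mutant Fbw7 with reduced substrate affinity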
# Target sequence (Q969H0 whole entry, looked up): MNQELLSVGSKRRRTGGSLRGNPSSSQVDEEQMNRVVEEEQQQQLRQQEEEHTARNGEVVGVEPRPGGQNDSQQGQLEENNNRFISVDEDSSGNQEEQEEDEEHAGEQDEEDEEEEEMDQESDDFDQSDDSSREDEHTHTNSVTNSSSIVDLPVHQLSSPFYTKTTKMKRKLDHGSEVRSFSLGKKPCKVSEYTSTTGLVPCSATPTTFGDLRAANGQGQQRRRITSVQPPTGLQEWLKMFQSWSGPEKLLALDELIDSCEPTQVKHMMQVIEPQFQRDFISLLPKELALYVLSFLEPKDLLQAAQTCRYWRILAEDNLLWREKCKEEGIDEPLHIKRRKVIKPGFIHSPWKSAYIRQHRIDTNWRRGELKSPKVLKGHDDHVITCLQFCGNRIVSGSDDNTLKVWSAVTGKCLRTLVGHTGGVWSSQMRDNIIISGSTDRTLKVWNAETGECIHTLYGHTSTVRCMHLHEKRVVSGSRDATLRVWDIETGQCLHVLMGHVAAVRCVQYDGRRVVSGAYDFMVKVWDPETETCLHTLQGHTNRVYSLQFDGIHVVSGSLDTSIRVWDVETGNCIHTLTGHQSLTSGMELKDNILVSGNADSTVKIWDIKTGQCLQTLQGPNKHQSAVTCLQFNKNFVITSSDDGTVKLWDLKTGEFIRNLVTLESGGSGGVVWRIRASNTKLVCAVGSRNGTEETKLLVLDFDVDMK
# TEAD-YAP block: TEAD-YAP interaction inhibition, primary screen, TEAD-YAP interaction inhibitor project, luminescence, HEK-TIYL cells | inhibition, % at 9.12 µM | TEAD-Gal4/YAP UAS-luciferase luminescence | 640,000 tested, 1.4% active; in the data active = inhibition above about 32%;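 note: 0% = median of test compound wells and 100% = reference inhibitor wells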
# Active calls of the source: *; x = no result given; & = joins results of further samples. Compounds as they come; any-hit rate near 3.5%.
nr	Molecule	GPR151 activ	MITF primary
1	Cc1ccc(-c2c(C(=O)Nc3ccc4c(c3)OCO4)oc(=O)c3ccccc23)cc1	-0.1	-2
2	CC1(C)C=C(C(=O)N2CCOCC2)C(C)(C)N1	-0.1	9
3	CCN(CC)c1ccc(C(=O)Nc2cc(C(=O)N(C)Cc3ccccc3)ccc2N2CC3CC(C2)c2cccc(=O)n2C3)cc1 (centres undefined)	1.0	3
4	COc1cc(OC)nc(Oc2cccnc2C(=O)NCC(=O)OC(C)(C)C)n1	-0.9	17
5	COc1ccccc1C(=O)N[C@H]1C[C@H]2C(=O)N[C@@H](CCCCN)C(=O)N2C1	0.0	14
6	O=C(CSc1nnnn1-c1ccccc1F)Nc1nc(-c2ccc(F)cc2)cs1	0.0	-1
7	O=C1NC(=O)C(CC(=O)N2Cc3ccccc3OC(c3ccccc3)C2)N1 (centres undefined)	0.0	9
8	Cc1cc(C)nc(N2CCC(NCCCn3ccnc3)CC2)n1	0.3	2
9	CCC1CN(CC(=O)N2CCC(N3CCOCC3)CC2)Cc2cc(OC)ccc2O1 (centres undefined)	-0.7	0
10	Cc1ccc2c(c1)c(=O)c1ccccc1n2CC(=O)Nc1ccc(F)cc1	0.1	2
11	N#C/C(=C/c1cn(Cc2ccccc2)c2ccccc12)C(N)=O	0.0	6
12	CCc1csc2ncc(C(=O)NOC(C)C)c(=O)n12	-0.1	-1

nr	FBW7 act	TEAD-YAP block
1	0.1	-2
2	-0.1	-5
3	0.0	-3
4	-0.6	-3
5	0.0	10
6	0.1	7
7	-0.2	-17
8	-0.1	6
9	-0.2	-3
10	0.0	7
11	-0.1	-31
12	-0.1	-2

# Next structures.
nr	Molecule	GPR151 activ	MITF primary
13	CCOC(=O)COc1ccc2cc(-c3ccc(OC)c(OC)c3)c(=O)oc2c1	-5.8	-12
14	COc1ccc(C(=O)N2C(=S)C(c3ccccc3)=NC2(C)C)cc1OC	1.3	24
15	COc1ccc(-c2c(Nc3cccc(C)c3)c(=O)c2=O)cc1	-1.9	4
16	CC(C)OC(=O)c1cc(C(=O)c2cc(F)ccc2O)coc1=N	1.7	10
17	O=C1OC(c2cccc3ccccc23)=N/C1=C\c1cc2c(cc1Cl)OCO2	0.7	-8
18	C[n+]1ccn(CC(=O)c2ccccc2)c1	-0.5&-0.3	0&5
19	Cc1cc(C)nc(SCC(=O)Nc2cc(C(F)(F)F)ccc2Cl)n1	-0.8	7
20	CCn1c(=O)c(C(=O)NNC(=O)c2cc([N+](=O)[O-])cc([N+](=O)[O-])c2)c(O)c2ccccc21	1.4	-3
21	CCN1C(=O)CC(C(=O)OC)C12CCN(Cc1ccc(OC)c(OC)c1Cl)CC2 (centres undefined)	-1.3	-1
22	CCOC(=O)N1CCN(c2ccc3nnc(C(F)(F)F)n3n2)CC1	-0.6	-4
23	Nc1cccc(C(=O)CC2(O)C(=O)N(Cc3ccccc3)c3ccccc32)c1 (centres undefined)	0.2	-1
24	CCOP(=O)(OCC)c1nc(-c2ccc(OC)c(OC)c2)oc1NC	0.4	-1

nr	FBW7 act	TEAD-YAP block
13	0.2	2
14	-0.2	15
15	0.0	5
16	-0.1	4
17	-0.1	-3
18	-0.1&0.1	5&0
19	0.2	0
20	-0.2	-2
21	-0.1	15
22	-0.1	1
23	0.0	6
24	0.1	-9

# New compounds follow:
nr	Molecule	GPR151 activ	MITF primary
25	COC(=O)C1=CN(Cc2ccc(Cl)cc2)C=C(C(=O)OC)C1c1cc(OC)c(OC)cc1Br	0.5	5
26	COC(=O)c1ccc(OCCN2CCOCC2)cc1	2.4	-5
27	Cc1ccc(NC(=O)N(C)Cc2ccccc2)cc1	-1.0	4
28	Cc1cc(C)cc(NC(=O)c2sc3[nH]c(=O)c(C(=O)O)cc3c2N)c1	1.2	6
29	COc1ccc(S(=O)(=O)N(CCc2ccccc2)CC(=O)N2CCN(C(c3ccccc3)c3ccccc3)CC2)cc1	0.1	5
30	Cc1ccc(/C(O)=C2\C(=O)C(=O)N(c3ccccn3)C2c2ccc(C(C)(C)C)cc2)cc1 (centres undefined)	-1.1	-9
31	O=C(Nc1ccccc1C(F)(F)F)NC1(C(=O)NCCCn2ccnc2)CCCCC1	-0.5	-2
32	Cc1ccc2c(COC(=O)c3ccc4c(c3)C(=O)N(Cc3ccco3)C4=O)cc(=O)oc2c1	0.7	9
33	CC(=O)C1=C(O)C(=O)NC1c1ccccc1Cl (centres undefined)	0.8	7
34	CC1CCOC(c2cccc([N+](=O)[O-])c2)O1 (centres undefined)	-0.2	11
35	Cc1ccc([N+](=O)[O-])cc1S(=O)(=O)Nc1ccccc1F	0.0	-4
36	O=c1c2cc3c(cc2[nH]c(=S)n1CCCN1CCOCC1)OCO3	-0.9	9

nr	FBW7 act	TEAD-YAP block
25	-0.2	-2
26	0.0	-20
27	0.0	-16
28	-0.1	-1
29	0.6	8
30	-0.1	44*
31	-0.1	-3
32	-0.2	7
33	0.2	8
34	-0.1	-5
35	0.1	-4
36	0.1	-1

# Following part.
nr	Molecule	GPR151 activ	MITF primary
37	COc1ccc(C(=O)N2CCN3C(=O)[C@H](C)N(C)C(=O)[C@H]3C2)cc1	-1.2	6
38	Cc1ccc(NC(=O)Oc2ccccc2)c([N+](=O)[O-])c1	3.9	7
39	CC1=C(C(=O)Nc2ccc(Br)cn2)C(c2ccc(C)cc2)C2=C(CCCC2=O)N1 (centres undefined)	-0.1	-3
40	COc1ccc(C2C3C(=O)N(c4cccc(Cl)c4)C(=O)C3ON2c2ccccc2)c(OC)c1 (centres undefined)	-0.1	12
41	COc1ccc(CCNc2cc(C)nc(-c3c(C)nn(C)c3C)n2)cc1	-2.2	13
42	O=C(NNC(=O)c1ccccc1Br)c1cccc(Br)c1	0.8	17
43	Cc1ccc2c(NC(=O)c3cc(-c4ccco4)on3)cccc2n1	0.8	-5
44	O=C(Nc1ncc(Cc2ccc(Cl)cc2)s1)C1COc2ccccc2O1 (centres undefined)	0.7	-3
45	COc1ccc(-c2nc(Nc3ccccc3)nc(OC)n2)cn1	0.7	4
46	O=C(CSc1ccc(-c2ccco2)nn1)c1ccccc1	-0.3	1
47	COc1cc(-c2nc(C=Nc3cccc(C(=O)O)c3)c(O)o2)cc(OC)c1OC	-0.3	6
48	CCOC(=O)c1c(NC(=O)CSc2nnc(CNC(=O)c3ccc(C)c([N+](=O)[O-])c3)n2-c2cccc(C)c2)sc2c1CCC2	-0.5	6

nr	FBW7 act	TEAD-YAP block
37	0.6	0
38	-0.1	1
39	0.0	7
40	0.8	1
41	0.2	-13
42	0.1	-5
43	0.2	-5
44	-0.1	0
45	0.0	1
46	-0.1	-22
47	0.1	-2
48	0.1	-6

# The listing continues:
nr	Molecule	GPR151 activ	MITF primary
49	COc1ccc(NC(=O)c2ccc3c(=O)n(-c4cccc(C(F)(F)F)c4)c(=S)[nH]c3c2)cc1Cl	-0.2	11
50	C=CCSc1nnc(NC(=O)CSc2nnnn2C)s1	-1.0	10
51	O=C(Nc1ccc(Br)cc1F)c1cccnc1	0.8	-9
52	CCN1C(=O)/C(=C2/C(=O)N(C)c3ccccc32)SC1=S	-0.4	10
53	CN(Cc1nc(-c2cccnc2)no1)S(=O)(=O)c1ccc2ccccc2c1	5.1*	17
54	COc1cc([N+](=O)[O-])cc(CN2CCN(C/C=C/c3ccccc3)CC2)c1O	0.4	6
55	CC1=C(C(=O)Nc2ccccc2C)C(c2ccccc2)C(C#N)=C(SCC(=O)Nc2cc(Cl)cc(Cl)c2)N1 (centres undefined)	2.7	2
56	COc1cc(C(C)=O)ccc1OCC(=O)Nc1cc(C)on1	-0.6	4
57	Cc1cc(NCc2ccc(F)cc2Cl)n2ncnc2n1	3.1	12
58	Clc1ccc(-c2nnc3cccc(Cl)n23)cc1	2.2	3
59	CC(=O)NC(c1ccc(Br)cc1)c1ccc2cccnc2c1O (centres undefined)	-0.6	-33
60	CN(CC(=O)Nc1cccc(C(F)(F)F)c1)S(=O)(=O)c1ccc2c(c1)CCC(=O)N2	-0.5	6

nr	FBW7 act	TEAD-YAP block
49	0.1	6
50	-0.1	5
51	-0.1	-19
52	0.0	-1
53	0.2	-2
54	0.1	10
55	0.2	2
56	0.0	-33
57	-0.2	28
58	0.1	-6
59	-0.2	83*
60	-0.3	-6

# Other compounds.
nr	Molecule	GPR151 activ	MITF primary
61	COc1cc(CNCc2ccco2)cc(OC)c1	2.8	35
62	Cc1c(-n2cc(C(=O)O)c(=O)c3cc(F)c(NCCCN(C)C)c(F)c32)c(=O)n(-c2ccccc2)n1C	1.8	-12
63	CCc1ccccc1NC(=O)Cc1cccs1	0.3	7
64	CCCCC(C(=O)Nc1ccc(F)cc1)N1C(=O)c2cc(Cl)c(Cl)cc2C1=O (centres undefined)	1.5	8
65	CCN1CCN(C(c2ccccc2F)c2nnnn2CCc2ccccc2)CC1 (centres undefined)	-0.9	0
66	COc1ccccc1CNC(=O)c1cc2c(=O)n3ccccc3nc2n1C	2.8	2
67	COC(=O)CN1C(=O)S/C(=C/c2ccc(-c3cc(C(=O)O)ccc3Cl)o2)C1=O	-1.0	4
68	O=S(=O)(c1ccc2c(c1)N(Cc1ccccc1Cl)C1CCCN21)N1CCOCC1 (centres undefined)	0.5	-1
69	O=C(NCc1ccc(F)cc1)c1cc2ccccn2n1	0.0	1
70	O=C1Cc2cc(C(=O)CCl)ccc2N1	2.0	7
71	CCOC(=O)C1C(=O)C=C(Nc2cccc(F)c2)CC1c1cccc(OC)c1 (centres undefined)	0.7	10
72	CCOC(=O)CC(NC(=O)c1cc(COc2ccc(OC)cc2Cl)on1)C(C)C (centres undefined)	0.4	3

nr	FBW7 act	TEAD-YAP block
61	0.1	-6
62	0.0	1
63	-0.1	-3
64	-0.1	-1
65	0.1	6
66	0.0	-19
67	-0.4	1
68	0.0	-4
69	-0.3	1
70	0.4	9
71	0.0	-30
72	0.0	-29

# New compounds follow
nr	Molecule	GPR151 activ	MITF primary
73	COc1ccc(C(=O)COC(=O)c2ccccc2O)cc1	-4.1	-11
74	Fc1ccc(-c2csc(=NCC3CCCO3)n2/N=C/c2ccc3c(c2)OCO3)cc1 (centres undefined)	2.2	11
75	COc1ccc(OC)c(Cc2nnc(CCC(=O)NCc3csc(C(C)C)n3)o2)c1	0.2	-7
76	CCN(CC)CCN1CCN(c2ncc(-c3ccoc3)n3ccnc23)CC1	0.0	-2
77	CCCCCCCCCCCCCCCCC/C=C/C(=O)O	4.4	-13
78	CCOC(=O)C[n+]1cccc2ccccc21	-0.4	-8
79	COc1cc2c(cc1OC)CN(c1nc(-c3cccnc3)nc3ccccc13)CC2	0.4	-7
80	CCOC(=O)C1=C(C)NC2=C(C(=O)C(C(=O)OCC)C(c3ccc(OC)cc3)C2)C1c1cccc(Oc2ccccc2)c1 (centres undefined)	1.6	-1
81	CCOc1cc(/C=C2\SC(N3CCN(C)CC3)=NC2=O)ccc1O	1.9	14
82	N#Cc1c(-c2ccccc2[N+](=O)[O-])cc(-c2ccccc2)nc1SCC(=O)Nc1ccccc1	0.0	2
83	COc1cccc(C(=O)N2CCN=C2SCc2ccc(F)cc2)c1	-0.3	8
84	O=C(CN1CCOCC1)Nc1ccc(OCc2ccccc2)cc1	0.3	-5

nr	FBW7 act	TEAD-YAP block
73	0.0	-15
74	-0.2	-5
75	0.0	-17
76	-0.3	-17
77	x	x
78	-0.1	0
79	0.0	0
80	0.1	8
81	-0.1	-3
82	0.2	14
83	0.1	0
84	0.0	33*

# Entries 79 to 84, quoted:
nr	Molecule	GPR151 activ	MITF primary
79	COc1cc2c(cc1OC)CN(c1nc(-c3cccnc3)nc3ccccc13)CC2	0.4	-7
80	CCOC(=O)C1=C(C)NC2=C(C(=O)C(C(=O)OCC)C(c3ccc(OC)cc3)C2)C1c1cccc(Oc2ccccc2)c1 (centres undefined)	1.6	-1
81	CCOc1cc(/C=C2\SC(N3CCN(C)CC3)=NC2=O)ccc1O	1.9	14
82	N#Cc1c(-c2ccccc2[N+](=O)[O-])cc(-c2ccccc2)nc1SCC(=O)Nc1ccccc1	0.0	2
83	COc1cccc(C(=O)N2CCN=C2SCc2ccc(F)cc2)c1	-0.3	8
84	O=C(CN1CCOCC1)Nc1ccc(OCc2ccccc2)cc1	0.3	-5

nr	FBW7 act	TEAD-YAP block
79	0.0	0
80	0.1	8
81	-0.1	-3
82	0.2	14
83	0.1	0
84	0.0	33*

# More entries follow:
nr	Molecule	GPR151 activ	MITF primary
85	CN(CC1Cc2ccccc2O1)C(=O)CCc1nnc(-c2ccc3c(c2)OCO3)o1 (centres undefined)	4.3	2
86	COc1ccc(C2CC(c3ccc(Cl)cc3)=Nc3ccccc3N2C(C)=O)cc1 (centres undefined)	0.0	-2
87	CCc1cc(=O)[nH]c(NC2CCN(Cc3nnnn3Cc3ccc4c(c3)OCO4)CC2)n1	-0.1	-10
88	O=C(NC1=NCCS1)C12CC3CC(CC(Cl)(C3)C1)C2	0.5	9
89	Cc1cc(NCc2ccccc2)nc(-c2c(C)noc2C)n1	-2.0	-8
90	Cc1ccc(N2CCn3c(SCC(=O)NCc4ccc(F)cc4)nnc32)cc1	-1.6	15
91	O=C(NCc1nc(-c2ccc(Cl)cc2)no1)c1ccc(Br)o1	0.5	5

nr	FBW7 act	TEAD-YAP block
85	-0.1	-65
86	-0.1	3
87	0.0	-10
88	0.1	2
89	0.1	-13
90	0.4	4
91	0.0	1
